USP2a inh = blocks human ubiquitin-specific protease USP2a; USP2 core, Ub-CHOP2 coupled fluorogenic reporter, 485/531; O75604; AID 463254; 0.01% of 330,000 active; Potency, µM (doses to about 38.3 µM), inactives show top-dose activity change, negative = inhibition, hits mostly inhibitors;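 further: potency means the concentration at half of the fitted maximal effect; plate controls were DMSO wells for no effect and full inhibition by NEM control for full effect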
Target sequence (O75604 whole entry, looked up): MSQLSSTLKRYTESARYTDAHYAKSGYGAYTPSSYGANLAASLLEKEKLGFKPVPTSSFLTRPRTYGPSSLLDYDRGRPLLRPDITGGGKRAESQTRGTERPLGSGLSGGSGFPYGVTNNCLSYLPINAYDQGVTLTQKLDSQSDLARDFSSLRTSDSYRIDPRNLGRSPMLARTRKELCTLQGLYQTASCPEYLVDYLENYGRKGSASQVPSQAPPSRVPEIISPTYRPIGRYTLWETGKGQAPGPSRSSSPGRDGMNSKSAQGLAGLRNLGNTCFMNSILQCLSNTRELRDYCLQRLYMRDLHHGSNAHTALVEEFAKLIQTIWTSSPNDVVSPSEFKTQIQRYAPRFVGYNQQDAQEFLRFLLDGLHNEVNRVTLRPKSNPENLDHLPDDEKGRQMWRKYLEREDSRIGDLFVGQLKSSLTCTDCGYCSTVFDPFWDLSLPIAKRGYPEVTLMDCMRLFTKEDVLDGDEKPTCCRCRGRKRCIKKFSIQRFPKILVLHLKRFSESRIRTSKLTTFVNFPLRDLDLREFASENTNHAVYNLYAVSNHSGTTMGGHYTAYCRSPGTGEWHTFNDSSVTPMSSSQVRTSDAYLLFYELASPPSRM
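USP2 core (10nM final) preincubated 30min RT with compound in 20mM Tris-HCl pH 8.0, 2mM CaCl2, 2mM beta-mercaptoethanol, 0.05% CHAPS; 25nM Ub-CHOP2 plus 25nM reporter substrate added, fluorescence (Ex485/Em531) read after 60min.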
B2AR arrestin = agonists driving beta-arrestin recruitment to human beta2-adrenergic receptor; beta-arrestin recruitment to beta2AR, cell-based reporter; Potency, µM (top dose mostly 46.1 µM), without a hit: at the highest dose activation, actives largely listed as activators; 0.02% of 330,000 active; AID 492947;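 further: potency means the concentration at half of the fitted maximal effect; 0% = DMSO controls and full agonism = EC100 isoproterenol or metaproterenol; nearly all actives have a fitted effect of over 65% in size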
Target sequence (P07550 whole entry, looked up): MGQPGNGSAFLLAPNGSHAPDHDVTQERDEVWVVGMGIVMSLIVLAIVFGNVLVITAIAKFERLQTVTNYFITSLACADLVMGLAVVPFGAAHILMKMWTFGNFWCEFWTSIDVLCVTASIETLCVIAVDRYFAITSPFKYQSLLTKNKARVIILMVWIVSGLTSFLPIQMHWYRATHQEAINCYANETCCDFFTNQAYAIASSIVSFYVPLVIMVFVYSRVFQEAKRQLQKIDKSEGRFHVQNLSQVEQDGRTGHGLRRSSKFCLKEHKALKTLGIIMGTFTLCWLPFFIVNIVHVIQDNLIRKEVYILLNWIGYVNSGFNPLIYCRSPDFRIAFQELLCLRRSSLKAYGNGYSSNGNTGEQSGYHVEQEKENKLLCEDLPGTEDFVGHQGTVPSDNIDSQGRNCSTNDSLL
Mito fusion yeast = mitochondrial division inhibition or fusion activation | S. cerevisiae fusion-defective mutant growth rescue, CellTiterGlo 48 h | Potency, µM (series often up to 46.1 µM), for inactives: at the top dose growth rescue (activation), hits mostly activators | 0.23% of 320,000 active | AID 485298;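 further: potency means the concentration at half of the fitted maximal effect; % of control where 0% means no effect; nearly all actives have a fitted effect of over 45% in size; temperature-sensitive fusion mutants such as fzo1-1 at 37 °C on non-fermentable ethanol glycerol medium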
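S. cerevisiae fusion-defective temperature-sensitive mutants (e.g. fzo1-1, mgm1-5) grown 48 h at 37C in YPEG (ethanol/glycerol non-fermentable) medium with 23 nl compound per well; growth rescue read as CellTiterGlo luminescence.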
uPA generation = cell surface uPA generation inhibition; cell surface uPA generation assay, qHTS; Potency, µM (doses to about 38.3 µM), for inactives: top-dose activity change, negative = inhibition, most hits filed as inhibitors; 0.31% of 330,000 active; AID 540303; active means well fitted inhibition curve with a large enough effect; inconclusive means small, poorly fitted or top-dose-only effect; inactive means no such curve, though single readings can be large or run the other way; tested in mouse RAW 264.7 cells; further: potency means the concentration at half of the fitted maximal effect; on the % scale 0 is the no-effect control and ±100 the full control effect; nearly all actives have a fitted effect of over 55% in size
Tb PFK inh = T. brucei PFK enzyme inhibition. O15648. 0.17% of 330,000 active. AID 485367. T. brucei PFK, ADP-Glo luminescence. Potency, µM (highest dose often 57.5 µM), inactives show at the highest dose activity, negative = inhibition, most hits filed as inhibitors;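 further: potency means the concentration at half of the fitted maximal effect; 0% = uninhibited 1x PFK enzyme wells and -100% = no-enzyme wells; nearly all actives have a fitted effect of over 60% in size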
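Activity is normalized to no-enzyme wells (full inhibition) and 1.25 nM enzyme wells (no inhibition). Reaction: 0.5 mM F6P, 0.1 mM ATP, 45 min RT, ADP-Glo luminescence; concentration-response curves fitted and classed by quality.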
ELG1 repair inh = ELG1-dependent DNA repair inhibition; HEK293T ELG1-luciferase reporter, luminescence, 16 h; DNA damage induced by 5-fluorouridine; Potency, µM (titrated, usually from 46.1 µM), inactives show top-dose activity change, negative = inhibition, usual class: inhibitors; 2.3% of 330,000 active; AID 504467; further: potency means the concentration at half of the fitted maximal effect; on the % scale 0 is the no-effect control and ±100 the full control effect; nearly all actives have a fitted effect of over 55% in size
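Quantitative HTS, concentration-response format. 2,000 cells/well co-treated with 5-fluorouridine and compound, 16 hr in 5% CO2 at 37 °C; ONE-Glo luminescence read after 30 min.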
Eya2 phos inh = blocks the phosphatase activity of human Eya2. O00167. recombinant Eya2, OMFP fluorescence dephosphorylation (OMFP is methylfluorescein phosphate). Potency, µM (doses to about 76.9 µM), for inactives: at the highest dose activity, negative = inhibition, actives largely listed as inhibitors. 0.006% of 330,000 active; further: potency means the concentration at half of the fitted maximal effect; on the % scale 0 is the no-effect control and ±100 the full control effect
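Eya2 (0.2 uM) preincubated 10 min at ambient with compound, then OMFP substrate added at 50 uM; 10 min reaction in 50 mM HEPES pH 7.5, 50 mM NaCl, 5 uM MgCl2, 0.05% BSA, 1 mM DTT. Fluorescence read at Ex 485/Em 525 nm.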
BCR signal inh = blocks chronic active B-cell receptor signaling; ABC-DLBCL IkBa-CBG/CBR reporter, luminescence ratio, 4 h; Potency, µM (series often up to 46.1 µM), inactives show at the highest dose ratio change, negative = lower green/red ratio, hits mostly inhibitors; 0.05% of 340,000 active; active means well fitted inhibition curve with a large enough effect in the signal ratio, with a control signal flat, not every such curve was filed as active; inconclusive means small, poorly fitted or top-dose-only effect, or effect the other way, or a change in a side signal; the % refers to the signal ratio;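 further: potency means the concentration at half of the fitted maximal effect; plate controls were basal doxycycline-induced cells for no effect and cells given 10 µM MG132 for full effect; MG132 reads +100%, hits lower the ratio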
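TMD8 human ABC-DLBCL cells with doxycycline-inducible IκBα–green luciferase fusion and unfused red luciferase, in 0.5% FBS medium; compounds up to 46 uM, 4 h at 37C. Green/red luminescence ratio, filter-overlap corrected, fitted to concentration-response curves.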
PTAP TSG101 blk = blocks PTAP/TSG101 interaction to inhibit HIV-1 budding; Fluorescence polarization, FITC-PTAP peptide / Tsg101 binding; AID 493005; 340,000 tested, under 10 active; Potency, µM (highest dose often 115 µM), inactives show at the top dose activity change, negative = inhibition, hits mostly inhibitors; active means well fitted inhibition curve with a large enough effect in the main read-out, with a control signal flat, not every such curve was filed as active; inconclusive means small, poorly fitted or top-dose-only effect, or effect the other way, or a change in a side signal; inactive means no such curve, though single readings can be large or run the other way; further: potency means the concentration at half of the fitted maximal effect; % of control where 0% means no effect
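Fluorescence polarization binding of Tsg101 binding domain (10 uM final) to FITC-labeled PTAP peptide (50 nM final) in HEPES pH 7.5 buffer with NaCl, Tween 20, EDTA, TCEP. Compounds added before peptide; binding 20 min at RT.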
TCR activator = activates T cell receptor signaling | primary human leukocytes, anti-CD3, IL-2 HTRF, 48 h | Potency, µM (series often up to 9.22 µM), for the others: top-dose activation of IL-2 secretion, most hits filed as activators | 330,000 tested, under 10 active | AID 504894; further: % of control where 0% means no effect
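Activity was scored as IL-2 release from primary human leukocytes given only a TCR signal (a-CD3 beads) plus compound for 48 hr. Detection used a two-antibody HTRF format read at 665nm.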
TSHR antag = blocks TSH signaling through the human TSH receptor; TSHR-expressing cells, TSH-stimulated cAMP HTRF, 2 h; hits give low values; activity change, negative = inhibition, % at 11.5 µM; 0.2% of 330,000 active; AID 504810;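 active means activity change below a set negative limit, meaning inhibition stronger than a set level, cut at about -70% in these data; inconclusive means activity change between two set negative limits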; further: on the % scale 0 is the no-effect control and ±100 the full control effect
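Inhibition of cAMP made by TSHR-expressing cells under TSH stimulation (4nM final, EC80; 2 h, 37 deg C) is quantified with a one-step lysis HTRF kit, anti-cAMP cryptate versus cAMP-d2.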
The depositor's hits bear a star; ? = inconclusive; . = no result given; [ ] = another dose, or the depositor's remark. Unless noted, the call rests on the fitted dose curve; in most records, active means well fitted curve in the direction sought with a large enough effect; inconclusive means small, poorly fitted or top-dose-only effect, or another doubt; inactive means no such curve, though single readings can be large; an effect the other way counts as inactive or inconclusive.

smiles | USP2a inh | B2AR arrestin | Mito fusion yeast | uPA generation | Tb PFK inh | ELG1 repair inh | Eya2 phos inh | BCR signal inh | PTAP TSG101 blk | TCR activator | TSHR antag
O=C(Nc1ccc(S(=O)(=O)N2CCc3ccccc32)cc1)c1ccco1 | -8% | 0.0% | 6% | 5% | -1% | 21µM* | -21% | ? | -8% | . | 1
O=C(/C=C\c1ccc2c(c1)OCO2)NC1(C(=O)Nc2ccc3c(c2)OCCO3)CCCCC1 | -6% | 2.5% | -3% | 12% | 0% | ? | -5% | ? | -1% | -4%[46.1 µM] | 59
CCC(=O)Nc1cc2c(cc1C(C)=O)OCCO2 | 0% | 0.3% | 0% | 3% | -8% | 3% | 6% | ? | -4% | -8%[46.1 µM] | -10
COc1ccc(OC)c(/C=N/NC(=O)CCc2ccc(O)c(O)c2)c1 | 0% | -1.1% | 3% | -4% | 1.7µM* | 2% | 6% | ? | -2% | 0%[46.1 µM] | -5
Cn1cc(CN2CCN(c3cnccn3)CC2)c(-c2cccc(Cl)c2)n1 | -1% | -0.7% | 5% | 5% | -1% | 10% | -6% | ? | -3% | -4% | -3
CCCCN(C(=O)COc1ccc(C)cc1OC)c1c(N)n(CCC)c(=O)[nH]c1=O | 1% | -0.7% | 0% | 1% | 1% | 0% | -3% | 3% | 0% | -6% | 16
CC1(C)CC(=O)C=C(c2ccc(Oc3ccccc3)cc2)C1 | -11% | 0.3% | 16% | -11% | 4% | ? | -17% | ? | -2% | 0% | -29
Cc1ccccc1NC(=O)CSc1nn2c(=O)c(C)nnc2s1 | 1% | 0.1% | 2% | 0% | 5% | 12% | -6% | 8% | -1% | -1% | -3
CS(=O)(=O)Nc1ccc(C(=O)Nc2ccc(S(=O)(=O)N3CCCC3)cc2)cc1 | 2% | -0.1% | -7% | 3% | -1% | ? | 8% | -5% | -5% | 1% | -7
COCCNC(=O)C(c1ccccc1)N(C(=O)Cn1nnc2ccccc21)c1cccnc1 (configuration not stated) | 2% | 0.4% | 1% | 4% | -8% | -2% | -9% | 5% | -5% | 1% | 23

Some of these compounds in order of number of heavy atoms, highest first:
smiles | USP2a inh | B2AR arrestin | Mito fusion yeast | uPA generation | Tb PFK inh | ELG1 repair inh | Eya2 phos inh | BCR signal inh | PTAP TSG101 blk | TCR activator | TSHR antag
COCCNC(=O)C(c1ccccc1)N(C(=O)Cn1nnc2ccccc21)c1cccnc1 (configuration not stated) | 2% | 0.4% | 1% | 4% | -8% | -2% | -9% | 5% | -5% | 1% | 23
CS(=O)(=O)Nc1ccc(C(=O)Nc2ccc(S(=O)(=O)N3CCCC3)cc2)cc1 | 2% | -0.1% | -7% | 3% | -1% | ? | 8% | -5% | -5% | 1% | -7
COc1ccc(OC)c(/C=N/NC(=O)CCc2ccc(O)c(O)c2)c1 | 0% | -1.1% | 3% | -4% | 1.7µM* | 2% | 6% | ? | -2% | 0%[46.1 µM] | -5

(list continues)
smiles | USP2a inh | B2AR arrestin | Mito fusion yeast | uPA generation | Tb PFK inh | ELG1 repair inh | Eya2 phos inh | BCR signal inh | PTAP TSG101 blk | TCR activator | TSHR antag
Cc1ccc(S(=O)(=O)NCC23C=CC(O2)C2C(=O)N(c4ccccc4)C(=O)C23)cc1 (configuration not stated) | -2% | 0.0% | -1% | 12% | 8% | 17% | -10% | -5% | 0% | -1% | -3
O=C1OC(c2ccco2)=N/C1=C\c1ccc(-c2cccc(C(F)(F)F)c2)o1 | 1% | -0.1% | -5% | -5% | -3% | 13% | 4% | 0% | ? | 2%[46.1 µM] | -12
Cc1ccc(Cn2nnc3c(=O)[nH]c(C4CCN(S(=O)(=O)c5cc(C)ccc5C)CC4)nc32)cc1 | -1% | 0.2% | 1% | -7% | 0% | -12% | -4% | 17% | -1% | -5% | -14
CCOc1ccc2nc(NC(=O)c3cnc(C)cn3)sc2c1 | 6% | 0.0% | 1% | 2% | -6% | 2% | 5% | -9% | -5% | 4% | -6
CCOC(=O)c1ccc(NC(=O)N(CC)CC)cc1 | -1% | -0.1% | 4% | -9% | 6% | ? | -33% | ? | -8% | -7% | -4
Cc1ccc(CNC(=O)c2ccc(N3CCC4(CC3)CC(c3ccccc3)=NO4)c([N+](=O)[O-])c2)cc1 | 1% | 0.7% | 2% | -1% | 1% | ? | 3% | -3% | 0% | -1% | -1
COCCn1c(COc2cccc(OC)c2)nnc1SCC(=O)NC1CCCC1 | -1% | -0.3% | -5% | -2% | -1% | 1% | 5% | 1% | 5% | 2% | 1
Cc1ccc(NC(=O)c2cc(-c3ccc(F)cc3)on2)cc1C | 0% | -0.2% | -7% | -1% | -2% | 23% | -8% | ? | -10% | -2% | -18
C/C=C\C=C/C(=O)Nc1cccc(C2=NOC3(C2)C[C@@H](C(N)=O)N(C(=O)c2ccc(Cl)cc2)C3)c1 (some centres not stated) | 0% | -0.2% | 0% | 0% | 1% | 14% | 4% | -23% | -3% | -6% | 26
COc1cc(CCC(=O)OCC(=O)NCCc2ccc(S(N)(=O)=O)cc2)cc(OC)c1OC | 11% | -0.3% | . | 4% | -4% | 0% | -20% | ? | -7% | -8% | .
c1cncc(CSc2nnc3ccc(-c4ccncc4)nn23)c1 | 2% | -0.9% | -3% | -2% | -1% | 5% | -3% | -1% | 1% | -17% | 11
CC(C)NC(=O)c1ccc(CNC(=O)OCC(F)(F)F)cc1 | 1% | -0.1% | 2% | 0% | -2% | 20% | -20% | 7% | -3% | 5% | 7
O=C(Nc1ccccc1)Nc1cc([N+](=O)[O-])ccc1F | -1% | -0.8% | 27% | 2% | -7% | -14% | -7% | -1% | 0% | 1%[46.1 µM] | -3
CCOCCCNC(=O)C(NC(=O)CNC(C)=O)c1ccc(Cl)cc1 (configuration not stated) | 0% | 0.1% | 0% | 1% | -4% | 14% | 14% | -1% | 0% | 6% | 15
CCCn1c(=O)c2ccccc2n2c(SCCOc3ccc(Cl)cc3)nnc12 | -3% | -3.9% | 6% | 0% | 3% | 7% | -8% | 1% | 11% | -1% | 36
COc1cc(CC(=O)OCn2nnc3ccccc3c2=O)cc(OC)c1OC | 1% | -0.1% | 5%[9.22 µM] | -1% | 1% | -1% | 18% | -3% | -1% | 4% | 5
COC(=O)[C@]1(Cc2ccccc2)N[C@H](CN(C)C(=O)c2ccc(C)cc2)[C@@H]2C(=O)N(C)C(=O)[C@@H]21 | -2% | -0.3% | . | 13% | 0% | 5% | 0% | 0% | -4% | 5% | 8
CCOc1ccc(-c2cc(C(=O)OC)nc3c2c(=O)n(C)c(=O)n3C)cc1 | 0% | 0.5% | 0% | 0% | 2% | 3% | 2% | 10% | 1% | 1% | -5
OC(COCC1COc2ccccc2O1)CN1CCN(c2ccc(F)cc2)CC1 (configuration not stated) | 4% | -0.3% | -2% | 2% | 1% | -28% | 2% | -1% | -1% | 1%[46.1 µM] | 12
CCCCNc1c(-c2ccc(SC(C)CC)cc2)nc2cnccn12 (configuration not stated) | -13% | -1.4% | . | ? | 3% | ? | -5% | ? | -15% | -2% | -34
CCOC(=O)c1ccc(NC(=O)c2nc[nH]c2C(=O)N[C@@H](CC(C)C)C(=O)OC(C)(C)C)cc1 | 5% | 0.1% | 14% | -1% | 4% | -19% | -4% | -1% | -1% | 6% | -7
Cc1ccc(NC(=O)Cn2c(=O)cnc3ccccc32)cc1S(=O)(=O)N1CCCCC1 | -13% | 5.6% | 7% | ? | 0% | ? | 17% | -5% | -2% | 1% | 11
CC1CCN(C(=O)COC(=O)c2cccc(NS(=O)(=O)c3ccccc3)c2)CC1 | 2% | -0.3% | 5% | -2% | 1% | -1% | 6% | -11% | -8% | -8% | 3
Cc1cc(C)nc(NC2=NCC(=O)N2c2ccc3c(c2)OCCO3)n1 | 0% | 0.2% | -1% | 6% | -4% | 23% | 9% | 2% | -6% | -5% | 0
CCCCn1nnnc1SCC(=O)N1CCCC1 | 1% | -0.7% | -2% | 3% | -2% | 1% | -2% | 0% | 0% | 9% | 6
Cn1c(SCC(=O)NC(=O)CN2CCCC2=O)nnc1-c1ccc(F)cc1 | 0% | -0.7% | 1% | 0% | 0% | 4% | 6% | -2% | 0% | -2% | -3
